XIAP displacement: small molecules displacing peptide from XIAP – biochemical, IAP family, fluorescence polarization (AID 1018). displacement, % at 20 µM, or IC50 in µM where a hit was titrated. hit rate 0.007% among 200,000. XIAP BIR domain, fluorescence polarization peptide displacement; higher % means a stronger effect; in the data active = displacement above about 50%; also: a part of the inactive calls stands beside numbers as strong as those of hits
PMI inhibitors: inhibitors of human PMI, primary screen, biochemical, fluorescence intensity, coupled assay (AID 1209) | inhibition, % at 20 µM, or IC50 in µM where a hit was titrated | purified PMI enzyme, coupled fluorescence intensity; higher % means a stronger effect | hit rate 0.42% among 190,000;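 also: plate controls were DMSO vehicle for no effect and wells lacking substrate for full effect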
TNAP activators: stimulation of alkaline phosphatase TNAP activity – biochemical, luminescent, no phosphate acceptor, uHTS, primary screen (AID 1001); hit rate 0.03% among 200,000; purified TNAP, luminescent activation assay, no phosphate acceptor; higher activation fold means a stronger effect; activation fold at 20 µM, or EC50 in µM where a hit was titrated; in the data active = activation fold from about 3, or a potency from the dose series; inactive = the rest, 99 in 100 with activation fold below about 1.6; also: many of its hits are not listed in these tables
KOR beta-arrestin-1: kappa opioid receptor blockers – cell-based, luminescence, uHTS (AID 1778); inhibition, % at 10 µM, or IC50 in µM where a hit was titrated; KOR beta-arrestin recruitment, luminescence, antagonist mode; higher % means a stronger effect; hit rate 0.091% among 290,000; also: strong numbers were not always called active
LYP inhibition: PTPN22 lymphoid phosphatase activity blockers – biochemical, fluorescence intensity, uHTS (AID 1779). hit rate 0.054% among 290,000. inhibition, % at 11.5 µM, or IC50 in µM where a hit was titrated. recombinant LYP phosphatase, fluorescence intensity; higher % means a stronger effect;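 also: plate controls were vehicle with enzyme for no effect and no enzyme for full effect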
KOR beta-arrestin-2: KOR agonists, beta-arrestin recruitment, primary screen, cell-based, luminescence, uHTS (AID 1777). KOR beta-arrestin recruitment, luminescence; higher % means a stronger effect. activation, % at 10 µM, or EC50 in µM where a hit was titrated. hit rate 0.02% among 280,000; in the data active = activation above about 50%, passing the limit was not always enough; also: a part of the inactive calls stands beside numbers as strong as those of hits
human PMI inhibitors: MPI inhibition at elevated mannose 6-phosphate – biochemical, fluorescence intensity, high mannose 6-phosphate, primary screen (AID 1220) | recombinant PMI enzyme, coupled fluorescence intensity; higher % means a stronger effect | one-dose inhibition, % at 20 µM; IC50 in µM for titrated hits | hit rate 0.66% among 190,000
HEK293 NOD2/NF-kB: NOD2 signaling inhibitors, cell-based, luminescence, uHTS, HEK293 (AID 1566); inhibition, % at 4 µM, or EC50 in µM where a hit was titrated; hit rate 0.63% among 290,000; HEK293 NOD2/NF-kB luciferase reporter, luminescence; higher % means a stronger effect; also: many of its hits are not listed in these tables
NOD1 NF-kB reporter: NOD1 signaling inhibitors, primary screen, cell-based, luminescence, uHTS (AID 1578); NOD1-driven NF-kB luciferase reporter cells, luminescence; higher % means a stronger effect; inhibition, % at 4 µM; hits with a dose series show EC50 in µM; hit rate 1% among 290,000; in the data active = inhibition mostly above about 36%, no sharp cut-off; inactive = mostly below about 34%;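 also: HEK-293T reporter cells stimulated with the NOD1 agonist gamma-tri-DAP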
* = called active by the depositor; [ ] = remark or other dose. Rule as the data show it, unless noted: active = inhibition above about 50%; inactive = the rest. An excerpt (hit frequency here may not be typical).

For COc1ccc(Br)cc1CN1CCN(C(=O)c2ccc(OC)c(OC)c2)CC1 the results were XIAP displacement -0.9%, PMI inhibitors 14%, TNAP activators 1, KOR beta-arrestin-1 24%[20 µM], LYP inhibition -8%, KOR beta-arrestin-2 -4.1%, human PMI inhibitors 2%, HEK293 NOD2/NF-kB 8% and NOD1 NF-kB reporter -6%.
For Cc1sc2ncnc(N3CCCC(C)C3)c2c1C (configuration not stated) the results were XIAP displacement -2.5%, PMI inhibitors -5%, TNAP activators 1.1, KOR beta-arrestin-1 -6%, LYP inhibition -4%, KOR beta-arrestin-2 -2.8%, human PMI inhibitors 6%, HEK293 NOD2/NF-kB 29% and NOD1 NF-kB reporter -8%.
For Cc1onc(-c2ccccc2Cl)c1C(=O)O/N=C(\N)c1ccc([N+](=O)[O-])o1 the results were KOR beta-arrestin-1 4%, LYP inhibition -6%, KOR beta-arrestin-2 -3.8%, HEK293 NOD2/NF-kB 31% and NOD1 NF-kB reporter 15%.
CC(=O)Nc1ccc(S(=O)(=O)NCc2ccc(C(=O)N3CCOCC3)cc2)cc1 was read as KOR beta-arrestin-1 -15%, LYP inhibition -2%, KOR beta-arrestin-2 -2.0%, HEK293 NOD2/NF-kB 7% and NOD1 NF-kB reporter -26%.
Screening COc1ccc(C(=O)N/C(=C\c2cccc3ccccc23)C(=O)N2CCN(C)CC2)cc1OC returned XIAP displacement -17%, PMI inhibitors 3%, TNAP activators 1.1, KOR beta-arrestin-1 -18%, LYP inhibition -3%, KOR beta-arrestin-2 1.6%, human PMI inhibitors 13%, HEK293 NOD2/NF-kB 21% and NOD1 NF-kB reporter -31%.
For O=S(=O)(/N=C/N1CCOCC1)c1ccc(Cl)cc1 the results were XIAP displacement -2.6%, PMI inhibitors -1%, TNAP activators 1.1, KOR beta-arrestin-1 -10%, LYP inhibition -4%, KOR beta-arrestin-2 1.9%, human PMI inhibitors -4%, HEK293 NOD2/NF-kB 3% and NOD1 NF-kB reporter 7%.
CCOc1ccccc1NC(=O)Nn1cnnc1 was read as KOR beta-arrestin-1 27%, LYP inhibition -4%, KOR beta-arrestin-2 -0.3%, HEK293 NOD2/NF-kB -5% and NOD1 NF-kB reporter -20%.
`CC(=O)c1sc(-c2ccccn2)nc1C` gave XIAP displacement -5.1%, PMI inhibitors -6%, TNAP activators 1, KOR beta-arrestin-1 5%, LYP inhibition -8%, KOR beta-arrestin-2 3.7%, human PMI inhibitors -14%, HEK293 NOD2/NF-kB -6% and NOD1 NF-kB reporter -28%.
Screening Cc1ccccc1-c1n[nH]c(=S)n1Cc1ccccc1 returned XIAP displacement -6.9%, PMI inhibitors -11%, TNAP activators 1, KOR beta-arrestin-1 -5%[20 µM], LYP inhibition 1%, KOR beta-arrestin-2 3.5%, human PMI inhibitors -6%, HEK293 NOD2/NF-kB -2% and NOD1 NF-kB reporter 22%.
Screening CCc1ccc(NC(=O)c2cccnc2)cc1 returned XIAP displacement -3.7%, PMI inhibitors 11%, TNAP activators 1, KOR beta-arrestin-1 8%, LYP inhibition -4%, KOR beta-arrestin-2 -4.3%, human PMI inhibitors -1%, HEK293 NOD2/NF-kB -29% and NOD1 NF-kB reporter -30%.
OC1CN=C2Sc3ccccc3N2C1 (configuration not stated) was read as XIAP displacement -0.9%, PMI inhibitors 1%, TNAP activators 1.1, KOR beta-arrestin-1 22%, LYP inhibition -3%, KOR beta-arrestin-2 -6.3%, human PMI inhibitors 2%, HEK293 NOD2/NF-kB 18% and NOD1 NF-kB reporter -15%.
`O=C(Cn1cnc2sc3c(c2c1=O)CCCC3)NCC(=O)Nc1ccccc1F` gave KOR beta-arrestin-1 -18%, LYP inhibition 2%, KOR beta-arrestin-2 7.3%, HEK293 NOD2/NF-kB 2% and NOD1 NF-kB reporter -14%.
Screening Cc1cccc(OCC(=O)Nc2ccc3c(c2)nc(CCN2CCCCC2)n3C)c1 returned KOR beta-arrestin-1 -10%, LYP inhibition -11%, KOR beta-arrestin-2 -4.7%, HEK293 NOD2/NF-kB 8% and NOD1 NF-kB reporter -17%.
For COC(=O)c1cccc(NC(=O)c2nn(C)c(=O)c3ccccc23)c1 the results were XIAP displacement -3.0%, PMI inhibitors 4%, TNAP activators 1.1, KOR beta-arrestin-1 34%, LYP inhibition 0%, KOR beta-arrestin-2 1.5%, human PMI inhibitors 3%, HEK293 NOD2/NF-kB -7% and NOD1 NF-kB reporter -27%.
Cc1ccc(C(=O)OCc2c(C)noc2C)cc1NC(=O)c1ccco1 was read as XIAP displacement -1.0%, PMI inhibitors -3%, TNAP activators 1, KOR beta-arrestin-1 -9%, LYP inhibition -6%, KOR beta-arrestin-2 2.8%, human PMI inhibitors 4%, HEK293 NOD2/NF-kB 14% and NOD1 NF-kB reporter -24%.
For COc1cc(NC(=O)c2ccc3c(SCC(=O)O)c4c(nc3c2)CCCC4)cc(OC)c1OC the results were XIAP displacement -2.5%, PMI inhibitors -2%, TNAP activators 1.1, KOR beta-arrestin-1 32%, LYP inhibition 2%, KOR beta-arrestin-2 -3.0%, human PMI inhibitors -5%, HEK293 NOD2/NF-kB 8% and NOD1 NF-kB reporter -29%.
COc1ccc(C2N3CC4(C)CN2CC(C)(C3)C4=O)cc1OC (configuration not stated) was read as XIAP displacement -11%, PMI inhibitors 8%, TNAP activators 1.1, KOR beta-arrestin-1 0%, LYP inhibition -6%, KOR beta-arrestin-2 0.9%, human PMI inhibitors 10%, HEK293 NOD2/NF-kB 0% and NOD1 NF-kB reporter -8%.
For Cc1cccc(NC(=O)c2cccc(OC(=S)N3CCOCC3)c2)c1 the results were KOR beta-arrestin-1 -10%, LYP inhibition -6%, KOR beta-arrestin-2 -0.5%, HEK293 NOD2/NF-kB 5% and NOD1 NF-kB reporter 31%.
For Cc1cccc(OCC(=O)Nc2ccc(S(=O)(=O)Nc3cc(C)nc(C)n3)cc2)c1 the results were XIAP displacement -8.4%, PMI inhibitors 14%, TNAP activators 1.1, KOR beta-arrestin-1 -22%[20 µM], LYP inhibition -11%, KOR beta-arrestin-2 -0.7%, human PMI inhibitors 13%, HEK293 NOD2/NF-kB 22% and NOD1 NF-kB reporter 2%.
CCN(CC)S(=O)(=O)c1cc(NC(=O)COC(=O)c2sc3ccccc3c2Cl)ccc1C was read as XIAP displacement -2.1%, PMI inhibitors -5%, TNAP activators 1.1, KOR beta-arrestin-1 -13%, LYP inhibition 10%, KOR beta-arrestin-2 4.6%, human PMI inhibitors -1%, HEK293 NOD2/NF-kB 13% and NOD1 NF-kB reporter -13%.

The final two records of the part before lead into the next:
For Cc1cccc(OCC(=O)Nc2ccc(S(=O)(=O)Nc3cc(C)nc(C)n3)cc2)c1 the results were XIAP displacement -8.4%, PMI inhibitors 14%, TNAP activators 1.1, KOR beta-arrestin-1 -22%[20 µM], LYP inhibition -11%, KOR beta-arrestin-2 -0.7%, human PMI inhibitors 13%, HEK293 NOD2/NF-kB 22% and NOD1 NF-kB reporter 2%.
CCN(CC)S(=O)(=O)c1cc(NC(=O)COC(=O)c2sc3ccccc3c2Cl)ccc1C was read as XIAP displacement -2.1%, PMI inhibitors -5%, TNAP activators 1.1, KOR beta-arrestin-1 -13%, LYP inhibition 10%, KOR beta-arrestin-2 4.6%, human PMI inhibitors -1%, HEK293 NOD2/NF-kB 13% and NOD1 NF-kB reporter -13%.
Cc1ccc(CNC(=O)CN(C)S(=O)(=O)c2cccs2)cc1 was read as XIAP displacement -2.9%, PMI inhibitors -9%, TNAP activators 1, KOR beta-arrestin-1 -9%, LYP inhibition -6%, KOR beta-arrestin-2 -2.8%, human PMI inhibitors -1%, HEK293 NOD2/NF-kB 10% and NOD1 NF-kB reporter -28%.
Screening COc1cccc(N2CCN(C(=S)NCc3ccco3)CC2)c1 returned XIAP displacement -5.0%, PMI inhibitors 4%, TNAP activators 1.1, KOR beta-arrestin-1 -6%, LYP inhibition -10%, KOR beta-arrestin-2 0.6%, human PMI inhibitors 6%, HEK293 NOD2/NF-kB 14% and NOD1 NF-kB reporter 18%.
For CCOc1ccc(C(=O)NCC(=O)NC(C)CCc2ccccc2)cc1OCC (configuration not stated) the results were KOR beta-arrestin-1 2%, LYP inhibition -6%, KOR beta-arrestin-2 -3.4%, HEK293 NOD2/NF-kB 14% and NOD1 NF-kB reporter -17%.
Screening CC1CCN(C(=O)c2ccccc2NC(=O)c2cccc(S(=O)(=O)N(C)C)c2)CC1 returned KOR beta-arrestin-1 3%, LYP inhibition -4%, KOR beta-arrestin-2 3.3%, HEK293 NOD2/NF-kB -12% and NOD1 NF-kB reporter -46%.
Screening CCCCc1nc2cc(C(=O)N(C)C3CCOCC3)ccc2o1 returned KOR beta-arrestin-1 1%, LYP inhibition -8%, KOR beta-arrestin-2 11%, HEK293 NOD2/NF-kB -30% and NOD1 NF-kB reporter -56%.
Cc1ccc(CONC(=O)c2ccccc2)cc1 was read as KOR beta-arrestin-1 -7%, LYP inhibition -4%, KOR beta-arrestin-2 -0.8%, HEK293 NOD2/NF-kB -43% and NOD1 NF-kB reporter -10%.
Screening COc1ccc(N2C(=NC(=O)CC3CCCCC3)SC3CS(=O)(=O)CC32)cc1 (configuration not stated) returned KOR beta-arrestin-1 13%, LYP inhibition -2%, KOR beta-arrestin-2 0.6%, HEK293 NOD2/NF-kB -12% and NOD1 NF-kB reporter 1%.
`CN(C)C(=S)Nc1ccc2c(c1)OCCO2` gave KOR beta-arrestin-1 22%, LYP inhibition -9%, HEK293 NOD2/NF-kB 0% and NOD1 NF-kB reporter -5%.
`Cc1noc(C(=O)Nc2ccc3c(c2)OCO3)c1Cl` gave XIAP displacement -7.1%, PMI inhibitors -11%, TNAP activators 1.1, KOR beta-arrestin-1 20%, LYP inhibition -7%, KOR beta-arrestin-2 -5.9%, human PMI inhibitors 7%, HEK293 NOD2/NF-kB -29% and NOD1 NF-kB reporter -24%.
For CCC(=O)c1ccc(OCC(O)Cn2nc(C)c(C(C)=O)c2C)cc1 (configuration not stated) the results were XIAP displacement -2.5%, PMI inhibitors 3%, TNAP activators 1.1, KOR beta-arrestin-1 -23%[20 µM], LYP inhibition -7%, human PMI inhibitors 9%, HEK293 NOD2/NF-kB 11% and NOD1 NF-kB reporter -27%.
For O=C(Nc1nnc(-c2ccncc2)o1)c1ccccc1 the results were XIAP displacement -2.9%, PMI inhibitors -3%, TNAP activators 1, KOR beta-arrestin-1 16%, LYP inhibition -4%, KOR beta-arrestin-2 -6.2%, human PMI inhibitors 3%, HEK293 NOD2/NF-kB -6% and NOD1 NF-kB reporter -32%.
`COc1cccc(NC(=O)C(NC2CCCC2)c2ccccc2)c1` (configuration not stated) gave XIAP displacement -3.1%, PMI inhibitors 4%, TNAP activators 1, KOR beta-arrestin-1 19%, LYP inhibition -3%, KOR beta-arrestin-2 -1.9%, human PMI inhibitors 0%, HEK293 NOD2/NF-kB -3% and NOD1 NF-kB reporter 8%.
Screening COCCOC1CCN(C(=O)C2CCC(=O)N(CCc3ccc(OC)cc3)C2)CC1 (configuration not stated) returned KOR beta-arrestin-1 -12%, LYP inhibition -11%, KOR beta-arrestin-2 1.8%, HEK293 NOD2/NF-kB 14% and NOD1 NF-kB reporter -19%.
CN(C)C(=O)c1cc(-c2ccccc2)no1 was read as XIAP displacement -1.8%, PMI inhibitors 2%, TNAP activators 1.1, KOR beta-arrestin-1 -27%[20 µM], LYP inhibition -11%, KOR beta-arrestin-2 -4.1%, human PMI inhibitors 4%, HEK293 NOD2/NF-kB -29% and NOD1 NF-kB reporter -23%.
`CC(=O)N1CCN(c2ccccc2NC(=O)c2cccc3c(Cl)cccc23)CC1` gave KOR beta-arrestin-1 4%, LYP inhibition -2%, KOR beta-arrestin-2 -0.6%, HEK293 NOD2/NF-kB 16% and NOD1 NF-kB reporter 2%.
